KOR beta-arrestin-1 – KOR antagonists, beta-arrestin recruitment, cell-based, luminescence, uHTS (AID 1778); inhibition, % at 10 µM; hits with a dose series show IC50 in µM; KOR beta-arrestin recruitment, luminescence, antagonist mode; higher % means a stronger effect; 290,000 tested, 0.091% active; in the data active means inhibition above about 50%; further: strong numbers were not always called active
PhoP inhibition – inhibitors of PhoP regulon expression, primary screen, Salmonella Typhimurium, GFP reporter (AID 1863) | inhibition, % at 50 µM; hits with a dose series show IC50 in µM | 300,000 tested, 0.16% active | S. Typhimurium PhoP-regulated promoter GFP reporter, 4 h; higher % means a stronger effect;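 active means inhibition over 29.93%, a cutoff 3 SD above the screen mean, later confirmed by dose response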;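 further: 0% = low Mg2+ inducing control and 100% = high Mg2+ repressing control; strong numbers were not always called active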
KOR beta-arrestin-2 – KOR agonists, beta-arrestin recruitment, primary screen, cell-based, luminescence, uHTS (AID 1777). 280,000 tested, 0.02% active. KOR beta-arrestin recruitment, luminescence; higher % means a stronger effect. one-dose activation, % at 10 µM; EC50 in µM for titrated hits; in the data active means activation above about 50%, passing the limit was not always enough; further: a part of the inactive calls stands beside numbers as strong as those of hits
West Nile antiviral – West Nile virus antiviral activity, cell-based, CPE readout (AID 1621) | West Nile virus-infected cells, CPE inhibition; higher % means a stronger effect | one-dose CPE inhibition, % at 10 µM; IC50 in µM for titrated hits | 290,000 tested, 0.02% active; in the data active means a potency from the dose series; further: strong numbers were not always called active
GPR35 antagonists – GPR35 antagonists blocking zaprinast-driven arrestin recruitment, primary screen, imaging, U2OS, beta-arrestin-GFP, zaprinast agonist (AID 2058) | U2OS GPR35 beta-arrestin-GFP translocation imaging, zaprinast antagonism; higher % means a stronger effect | inhibition, % at 10 µM, or IC50 in µM where a hit was titrated | 290,000 tested, 0.052% active;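 active means inhibition of at least 50% with at least 30 cells and total cytoplasm GFP at most 10,000,000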
NTR1 ag – NTR1-driven beta-arrestin-GFP spot formation – imaging, U2OS cells, high content, primary screen (AID 493036); P30989; agonist mode; 330,000 tested, 0.17% active; activation, % at 20 µM;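 active means activation at or above 40% of the spot to cytoplasm intensity ratio, with at least 20 cells analyzed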;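 further: 0% = DMSO without peptide and 100% = 100 nM NTR1 peptide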
Target sequence (P30989 whole entry, looked up): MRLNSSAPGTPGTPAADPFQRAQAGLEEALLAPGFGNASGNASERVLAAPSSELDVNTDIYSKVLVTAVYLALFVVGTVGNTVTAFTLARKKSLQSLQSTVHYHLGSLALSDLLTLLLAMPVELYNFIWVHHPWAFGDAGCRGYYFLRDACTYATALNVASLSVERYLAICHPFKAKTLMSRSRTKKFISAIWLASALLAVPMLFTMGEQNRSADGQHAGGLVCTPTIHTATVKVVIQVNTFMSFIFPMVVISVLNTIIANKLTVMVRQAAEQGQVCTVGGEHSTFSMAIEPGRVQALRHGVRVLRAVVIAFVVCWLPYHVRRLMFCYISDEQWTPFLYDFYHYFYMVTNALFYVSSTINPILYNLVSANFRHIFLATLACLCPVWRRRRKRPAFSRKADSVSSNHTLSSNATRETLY
GPR55 LPI antagonism – GPR55 antagonists blocking LPI-driven arrestin recruitment, primary screen, imaging, U2OS, beta-arrestin-GFP, LPI agonist (AID 2013); U2OS GPR55 beta-arrestin-GFP translocation imaging, LPI antagonism; higher % means a stronger effect; 290,000 tested, 0.13% active; one-dose inhibition, % at 10 µM; IC50 in µM for titrated hits;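 active means spots per cell inhibited over 60%, with over 100 cells counted and total cytoplasm intensity under 500,000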;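 further: U2OS cells stably carrying GPR55 and arrestin-GFP stimulated by 5 µM LPI near EC80; imaged beta-arrestin-GFP aggregate spots per cell after agonist stimulation; plate controls were LPI-stimulated DMSO wells for no effect and DMSO wells without LPI for full effect; some results filed as inactive read as strong as hits; confirmed hits need IC50 under 10 µM and bright autofluorescent wells are also inconclusive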
T cell modulator – T cell immune modulation candidate | 2C CD8+ T cell-vesicle binding, flow cytometry; active compounds read low | calls only at 7 µM | 330,000 tested, 0.068% active;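 active means response, share of CD8 T cells binding vesicles, and their 90th percentile fluorescence all below set limits, cut at about 80% in these data, passing the limit was not always enough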
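incubation = binding step 1.5 h, 37 °C, antibody labelling 20 min, ice | test system = 2C mouse CD8+ T cells | read-out basis = percent CD8+ FL2 mean versus row control | controls = Peptide-free naked vesicles (low) and QL9 vesicles with 0.7% DMSO vehicle (high) | detection = flow cytometry of vesicle-bound cells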
GPR55 activation – GPR55 agonists via beta-arrestin recruitment, primary screen, imaging, U2OS cells, beta-arrestin-GFP redistribution (AID 1961) | 290,000 tested, 0.048% active | U2OS GPR55 beta-arrestin-GFP redistribution imaging; higher % means a stronger effect | activation, % at 10 µM; hits with a dose series show EC50 in µM;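 active means activation above 40% with more than 50 cells counted in the well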;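 further: U2OS osteosarcoma cells stably expressing GPR55 and beta-arrestin-GFP; plate controls were DMSO negative control for no effect and LPI positive control for full effect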
T cell modulator vesicle-bound % – recorded beside T cell modulator, whose call it bears; double positive events, %; measured here: CD8+ vesicle-bound cell fraction;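 binding gate set so that unloaded-vesicle control wells show 10% double positive cells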
NTR1 ag cell count 20 µM – further read-out of NTR1 ag, marked with its call; cell count; measured here: cell count, cytotoxicity flag
An asterisk follows results filed as active; i = inactive; / = no result given; [ ] = remark or other dose.

SMILES	KOR beta-arrestin-1	PhoP inhibition	KOR beta-arrestin-2	West Nile antiviral	GPR35 antagonists	NTR1 ag	NTR1 ag cell count 20 µM	GPR55 LPI antagonism	T cell modulator	T cell modulator vesicle-bound %	GPR55 activation
CCC(=O)N(Cc1ccco1)c1nc(-c2ccc(OC)cc2)cs1	-21%	-4%	1.3%	-0.1%	-10%	1.9	42	1%	i	33	-0.4%
Cc1ccc(NC(=O)Cn2c(O)c(N=NC(=O)c3ccncc3)c3ccccc32)cc1	18%	-2%	-0.2%	-0.5%	-1%	0.2	51	8%	i	58	-0.2%
COc1ccccc1NC(=O)CC12CC3CC(CC(Br)(C3)C1)C2	-24%	0%	2.0%	-0.2%	4%	1.9	46	4%	i	24	-0.1%
Cc1ccc(C(=O)OCC(=O)N2CCC(Cc3ccccc3)CC2)cc1N	-19%	-8%	-2.7%	-0.1%	2%	1.5	55	2%	i	21	-0.4%
COC(=O)CN1C(=O)C(C)(C)Oc2ccc(C(=O)Nc3ccccc3F)cc21	-19%	10%	2.6%	-0.6%	1%	-1.0	57	-8%	i	31	-0.1%
COC(=O)c1oc2c(c1C)C(=O)CCC2	-16%	-2%	0.0%	0.5%	-3%	1.8	51	7%	i	22	-0.1%
COc1cc(/C=C(\NC(C)=O)C(=O)Nc2ccc(NC(C)=O)cc2)ccc1OC(C)=O	-20%	-2%	0.9%	1.3%	/	-0.3	55	7%	i	29	-0.3%
Cc1nc2ccccn2c1C(=O)NNS(=O)(=O)c1ccc(C(C)(C)C)cc1	/	-9%	-0.4%	-1.5%	11%	4.4	61	13%	i	18	0.2%
COc1ccc(CN(C(=O)c2cc(=O)c3ccccc3o2)C2CCS(=O)(=O)C2)cc1OC (centres undefined)	-6%	1%	-5.6%	-0.6%	6%	1.2	61	-2%	i	2	-0.1%
Fc1ccc(NCc2nnc(SCc3nnc(-c4ccccc4)o3)n2CC2CCCO2)cc1 (centres undefined)	-3%	-12%	-1.6%	-1.3%	-3%	0.1	98	3%	i	11	-0.1%
Cc1ccc(/C(O)=C2\C(=O)C(=O)N(CC(C)O)C2c2cccc(F)c2)cc1 (centres undefined)	-7%	35%	4.6%	-0.1%	-16%	-1.5	37	4%	i	36	-0.1%
CCOC(=O)N1CCN(C(=O)COc2ccc3c(c2)C(=O)CC(C)(C)O3)CC1	-6%	-8%	1.4%	-0.3%	2%	0.1	55	-9%	i	44	-0.3%
O=C(NCc1ccco1)[C@@H]1CSC2c3ccccc3C(=O)N21 (some centres undefined)	35%	13%	0.3%	0.8%	3%	0.0	50	6%	i	23	0.2%
S=C(NCc1ccccc1)Nc1cccc2ccccc12	6%	-2%	9.8%	-0.3%	-1%	2.3	60	-8%	i	57	-0.1%
CCSc1nc2sc3c(c2c(=O)n1CC)CCC3	-3%[20 µM]	6%	0.1%	-1.2%	6%	5.3	72	-3%	i	56	-0.2%
Cc1ccc(C)c(Cn2nnc3c(=O)[nH]c(C4CCCN(C(=O)c5cccs5)C4)nc32)c1 (centres undefined)	-30%	1%	-0.2%	-0.4%	7%	2.0	39	-2%	i	26	0.0%
O=C(NC(=S)NCc1ccccc1)c1cccc([N+](=O)[O-])c1	19%	8%	-8.4%	-0.3%	2%	1.2	55	-10%	i	65	0.2%
O=C(NCCc1ccccc1F)C1CCCN(c2nc3ccccc3s2)C1 (centres undefined)	-18%	7%	-1.4%	-0.4%	4%	0.2	73	14%	i	39	0.3%
Cc1ccc(C(C(=O)NC2CCCCC2)N(CC2CCCO2)C(=O)CNC(=O)c2cccs2)cc1 (centres undefined)	-28%	3%	2.7%	-1.3%	-2%	0.4	42	12%	i	14	0.5%
CC(C)(C)NC(=O)COc1coc(CN2CCN(Cc3ccccc3)CC2)cc1=O	-12%	8%	-3.6%	-0.2%	12%	0.5	65	9%	i	27	-0.1%
COc1ccc(C(=O)NC(=S)Nc2ccccc2N2CCN(S(C)(=O)=O)CC2)cc1OC	-14%	3%	-4.3%	0.3%	5%	4.6	58	-4%	i	49	-0.1%
COc1ccc(-c2cc(=O)oc3cc(OCC(=O)Nc4ccc(CCO)cc4)ccc23)cc1	10%	-2%	3.0%	-0.4%	18%	-0.6	52	1%	i	37	0.3%
COc1ccc(NC(=O)CCN2CCC(C)CC2)cc1	-7%	-11%	-1.3%	-0.2%	0%	-0.5	74	-3%	i	41	-0.1%
CC(=O)Nc1ccc(NC(=O)CSc2nnnn2-c2ccccc2F)cc1	-15%	3%	5.2%	-0.2%	-2%	1.0	39	-6%	i	68	-0.2%
COc1ccccc1OCCn1c(=O)oc2ccc(C)cc21	39%[20 µM]	3%	/	0.2%	-3%	-0.2	52	6%	i	19	-0.1%

Following part.
SMILES	KOR beta-arrestin-1	PhoP inhibition	KOR beta-arrestin-2	West Nile antiviral	GPR35 antagonists	NTR1 ag	NTR1 ag cell count 20 µM	GPR55 LPI antagonism	T cell modulator	T cell modulator vesicle-bound %	GPR55 activation
CCNc1nc(Cl)nc(NCc2ccccc2)n1	-22%	0%	2.7%	0.0%	1%	-3.0	91	15%	i	11	-0.1%
Cn1c(NC(=O)C(C)(C)Oc2ccc(Cl)cc2)cc(=O)n(C)c1=O	3%	-2%	-3.6%	0.3%	-15%	1.6	71	27%	i	36	-0.1%
COc1cc(C)nc(Oc2ccc(=O)n(C)n2)n1	11%	7%	-1.5%	-0.1%	-6%	/	/	7%	/	/	-0.2%
O=S(=O)(Nc1ccc(N2CCCCC2)cc1)c1ccccc1	-2%	-1%	4.0%	-0.5%	-5%	1.5	42	-4%	i	38	-0.6%
COc1ccc(CNCc2ccc3ccccc3c2)c(OC)c1	-6%	-3%	-0.5%	-0.3%	14%	1.5	72	5%	i	49	-0.3%
COc1ccc(C2CC(=O)c3cnc(NC(=O)c4ccco4)nc3C2)cc1 (centres undefined)	20%	11%	-2.1%	-0.4%	-2%	-0.1	64	-3%	i	8	-0.1%
COc1ccc(CCNC(=O)Cn2nc(C)c3c(C)n(-c4ccccc4)nc3c2=O)c(OC)c1	11%	-1%	-1.2%	0.0%	-20%	0.4	64	17%	i	21	-0.2%
O=C(NNc1ccccn1)C(=O)NNS(=O)(=O)c1ccc(Cl)cc1	6%	3%	0.2%	/	-1%	1.4	94	15%	i	28	0.2%
CCOc1ccc(N2C(=O)Nc3ccccc3C2(O)C(=O)NCc2ccc(F)cc2)cc1 (centres undefined)	-8%	-10%	-0.4%	0.1%	3%	0.0	58	6%	i	27	-0.3%
CS(=O)(=O)c1ccc2nc(NC(=O)C3=NN(c4ccccc4)C(=O)CC3)sc2c1	1%	-9%	1.0%	0.2%	-9%	-0.4	63	-4%	i	25	-0.2%
CNC(=O)N(C1=NCC(C)(C)S1)c1ccc(F)c(Cl)c1	7%	-1%	0.9%	-0.1%	-11%	2.8	38	-4%	i	22	-0.1%
O=C(Nc1nnc(-c2cccs2)o1)c1ccco1	26%	-13%	0.9%	1.1%	1%	-1.7	81	5%	i	43	-0.1%
CCn1c(=O)c2sccc2n(Cc2cccc(C)c2)c1=O	-27%[20 µM]	12%	1.7%	-0.8%	6%	-0.6	58	28%	i	31	-0.1%
COc1cccc(C2C=C(c3cccs3)Nc3ncnn32)c1OC (centres undefined)	-54%	-16%	3.8%	-0.2%	3%	0.5	40	-10%	i	28	0.5%

Entries listed so far that contain four or more nitrogen atoms:
SMILES	KOR beta-arrestin-1	PhoP inhibition	KOR beta-arrestin-2	West Nile antiviral	GPR35 antagonists	NTR1 ag	NTR1 ag cell count 20 µM	GPR55 LPI antagonism	T cell modulator	T cell modulator vesicle-bound %	GPR55 activation
Cc1ccc(NC(=O)Cn2c(O)c(N=NC(=O)c3ccncc3)c3ccccc32)cc1	18%	-2%	-0.2%	-0.5%	-1%	0.2	51	8%	i	58	-0.2%
Cc1nc2ccccn2c1C(=O)NNS(=O)(=O)c1ccc(C(C)(C)C)cc1	/	-9%	-0.4%	-1.5%	11%	4.4	61	13%	i	18	0.2%
Fc1ccc(NCc2nnc(SCc3nnc(-c4ccccc4)o3)n2CC2CCCO2)cc1 (centres undefined)	-3%	-12%	-1.6%	-1.3%	-3%	0.1	98	3%	i	11	-0.1%
Cc1ccc(C)c(Cn2nnc3c(=O)[nH]c(C4CCCN(C(=O)c5cccs5)C4)nc32)c1 (centres undefined)	-30%	1%	-0.2%	-0.4%	7%	2.0	39	-2%	i	26	0.0%
COc1ccc(C(=O)NC(=S)Nc2ccccc2N2CCN(S(C)(=O)=O)CC2)cc1OC	-14%	3%	-4.3%	0.3%	5%	4.6	58	-4%	i	49	-0.1%
CC(=O)Nc1ccc(NC(=O)CSc2nnnn2-c2ccccc2F)cc1	-15%	3%	5.2%	-0.2%	-2%	1.0	39	-6%	i	68	-0.2%
CCNc1nc(Cl)nc(NCc2ccccc2)n1	-22%	0%	2.7%	0.0%	1%	-3.0	91	15%	i	11	-0.1%
COc1cc(C)nc(Oc2ccc(=O)n(C)n2)n1	11%	7%	-1.5%	-0.1%	-6%	/	/	7%	/	/	-0.2%
COc1ccc(CCNC(=O)Cn2nc(C)c3c(C)n(-c4ccccc4)nc3c2=O)c(OC)c1	11%	-1%	-1.2%	0.0%	-20%	0.4	64	17%	i	21	-0.2%
O=C(NNc1ccccn1)C(=O)NNS(=O)(=O)c1ccc(Cl)cc1	6%	3%	0.2%	/	-1%	1.4	94	15%	i	28	0.2%
CS(=O)(=O)c1ccc2nc(NC(=O)C3=NN(c4ccccc4)C(=O)CC3)sc2c1	1%	-9%	1.0%	0.2%	-9%	-0.4	63	-4%	i	25	-0.2%
COc1cccc(C2C=C(c3cccs3)Nc3ncnn32)c1OC (centres undefined)	-54%	-16%	3.8%	-0.2%	3%	0.5	40	-10%	i	28	0.5%

Fetched by structure from the list above:
SMILES	KOR beta-arrestin-1	PhoP inhibition	KOR beta-arrestin-2	West Nile antiviral	GPR35 antagonists	NTR1 ag	NTR1 ag cell count 20 µM	GPR55 LPI antagonism	T cell modulator	T cell modulator vesicle-bound %	GPR55 activation
CS(=O)(=O)c1ccc2nc(NC(=O)C3=NN(c4ccccc4)C(=O)CC3)sc2c1	1%	-9%	1.0%	0.2%	-9%	-0.4	63	-4%	i	25	-0.2%
COc1ccc(CCNC(=O)Cn2nc(C)c3c(C)n(-c4ccccc4)nc3c2=O)c(OC)c1	11%	-1%	-1.2%	0.0%	-20%	0.4	64	17%	i	21	-0.2%

Screening data as filed in PubChem.
